PMK inhibit = S. pneumoniae PMK inhibition; purified PMK, PK/LDH-coupled NADH absorbance 340 nm; inhibition, % at 10 µM; hit rate 0.49% among 65,000; AID 539;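 active = top-ranked compounds by inhibition in the single 10 µM screen, taking a fixed number of the strongest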;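 also: 0% = full reaction with DMSO carrier and 100% = background rate without enzyme reaction; no value below 0 was filed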
HPDE-C7 viability = cytotoxicity in HPDE-C7 cells, cell-based, fluorescence, HTS (AID 430) | cytotoxicity, % at 10 µM; hits with a dose series show EC50 in µM | hit rate 1.8% among 63,000 | HPDE-C7 pancreatic duct cells viability, fluorescence; higher % means a stronger effect;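 also: cells exposed to compound for 48 hours before viability readout; 0% = vehicle and 100% = reference cytotoxic drug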
HT1080 viability = cytotoxicity in HT1080 fibrosarcoma cells, cell-based, fluorescence readout (AID 620). hit rate 0.42% among 87,000. cytotoxicity, % at 10 µM; hits with a dose series show EC50 in µM. HT1080 viability, fluorescence; higher % means a stronger effect;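 also: cells exposed to compound overnight then 4 h with Alamar Blue; 0% = vehicle DMSO and 100% = killing control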
LYP inhibition = LYP phosphatase inhibitors, primary screen, biochemical, DiFMUP fluorescence, recombinant catalytic domain, 10 µM (AID 606) | 52,000 tested, under 10 active | inhibition, % at 10 µM, or IC50 in µM where a hit was titrated | recombinant LYP catalytic domain, DiFMUP fluorescence; higher % means a stronger effect;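 active = IC50 under 40 µM in the dose-response test; inactive = IC50 of 40 µM or more, or never dose-tested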
Bfl-1 inhibitors = Bfl-1 inhibitors, primary screen, biochemical, fluorescence polarization, FITC-Bid, mouse (AID 432); FITC-Bid BH3 peptide fluorescence polarization displacement; higher % means a stronger effect; hit rate 0.02% among 64,000; displacement, % at 20 µM; hits with a dose series show IC50 in µM; in the data active = a potency from the dose series; inactive = the rest, 99 in 100 with displacement below about 15%; also: strong numbers were not always called active
Spn MK inh = S. pneumoniae mevalonate kinase inhibition. inhibition, % at 10 µM. purified MK, PK/LDH-coupled NADH absorbance 340 nm. hit rate 0.48% among 65,000;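 active = ranked among the strongest by inhibition in the single 10 µM screen, a fixed top-ranked set picked for dose follow-up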; also: no value below 0 was filed
KRASV12 cytotoxicity = viability loss of HPDE-C7K cells – cell-based, fluorescence, HTS, primary screen (AID 431); HPDE-C7K KRASV12 cells, Alamar Blue viability, 48 h; higher % means a stronger effect; one-dose cytotoxicity, % at 10 µM; EC50 in µM for titrated hits; hit rate 1.7% among 63,000;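 active = compounds whose percent cytotoxicity in the single-dose primary screen, scaled between solvent and toxic-drug controls, exceeds 50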;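 also: 0% = DMSO solvent wells and 100% = doxorubicin-treated wells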
DPM-DC inhibit = S. pneumoniae DPM-DC inhibition; calls only at 10 µM; hit rate 0.49% among 65,000; purified DPM-DC, PK/LDH coupled NADH fluorescence;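 active = the 320 compounds with the highest percent inhibition in the single-dose primary screen, excluding strongly autofluorescent ones, cut at about 32% in these data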;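 also: kinetic rate of NADH fluorescence loss reporting ADP formed by the decarboxylase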
TNAP inhibition = human TNAP enzyme inhibitors, biochemical, luminescent (AID 518); inhibition, % at 20 µM; hits with a dose series show IC50 in µM; hit rate 0.09% among 64,000; purified TNAP enzyme, luminescent substrate readout; higher % means a stronger effect; in the data active = a potency from the dose series; inactive = the rest, 99 in 100 with inhibition below about 22%;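 also: plate controls were vehicle for no effect and reference inhibitor for full effect; many of its hits are not listed in these tables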
PMK inhibit pilot replicates = also measured in PMK inhibit; calls as there; inhibition, %; measured here: pilot screen replicates
Spn MK inh pilot replicates = further read-out of Spn MK inh, marked with its call; inhibition, %; measured here: pilot screen replicates
DPM-DC inhibit pilot screen % = second read-out of DPM-DC inhibit, no call of its own (marks repeat the call); inhibition, %; measured here: pilot screen trials
An asterisk follows results filed as active; i = inactive; x = not tested or not shown. Rule as the data show it, unless noted: active = cytotoxicity above about 50%; inactive = the rest.

SMILES | PMK inhibit | HPDE-C7 viability | HT1080 viability | LYP inhibition | Bfl-1 inhibitors | Spn MK inh | KRASV12 cytotoxicity | DPM-DC inhibit | TNAP inhibition | others
O=C(O)C1C2C=CC(C2)C1C(=O)NC1CCN(Cc2ccccc2)CC1 (stereo not drawn) | 16 | 9% | -2% | 9% | -1% | 23 | 11% | i | 1%
CCSc1nc2c(cnn2-c2ccc(C)c(C)c2)c(=O)[nH]1 | 4 | -3% | -2% | 1% | 1% | 2 | 7% | i | 9%
Cc1ccc(NS(=O)(=O)c2cc(C(=O)O)ccc2Cl)cc1 | 7 | 1% | 5% | x | -2% | 11 | 7% | i | 7%
CC(CN1CCCC(C(N)=O)C1)c1ccccc1 (stereo not drawn) | 0 | -8% | -6% | 12% | 2% | 0 | -14% | i | 1%
CSc1cccc(NC(=O)CN(C)S(=O)(=O)c2ccc(F)cc2)c1 | 12 | 3% | 7% | -5% | -4% | 8 | 1% | i | 4%
CCOC(=O)N1CCN(C(=O)COc2ccc(S(=O)(=O)NC3CCCCC3)cc2C)CC1 | 5 | -22% | -3% | 9% | 4% | 1 | -7% | i | 10% | PMK inhibit pilot replicates=0.5;Spn MK inh pilot replicates=0.0;DPM-DC inhibit pilot screen %=2.0
CC(=O)N1CCN=C1SCc1ccc(F)cc1 | 0 | -10% | 8% | 4% | -2% | 8 | -6% | i | 6%
COc1ccc(N(CC(=O)NCc2cccs2)S(=O)(=O)c2c(C)n[nH]c2C)cc1 | 10 | -3% | -8% | -6% | -6% | 30 | 10% | i | 3%
CCOC(=O)CSC1=C(C#N)C(=O)NC(c2ccc(OC)c(OC)c2)S1 (stereo not drawn) | 10 | 47% | 13% | -4% | 3% | 16 | 70%* | i | 10% | PMK inhibit pilot replicates=0.0;Spn MK inh pilot replicates=0.0;DPM-DC inhibit pilot screen %=4.0
COC(=O)c1sc2nc(CN3CCOCC3)nc(N3CCOCC3)c2c1C | 17 | -7% | 4% | -10% | -2% | 0 | -4% | i | -3%
Nc1nc(-c2ccc(Cl)cc2)nn1C(=O)c1cccnc1 | 9 | 9% | -2% | 0% | 3% | 10 | 20% | i | 29% | PMK inhibit pilot replicates=0.0;Spn MK inh pilot replicates=0.0;DPM-DC inhibit pilot screen %=5.5
Cc1ccc2c(c1)NC(=O)C(CC(=O)O)O2 (stereo not drawn) | 7 | -14% | -2% | 7% | -9% | 12 | -12% | i | 3%
O=C(c1cc(-c2ccncc2)nc2ccccc12)N1CCN(c2ccc(N3CCOCC3)nn2)CC1 | 8 | -8% | 9% | 10% | -12% | 3 | 8% | i | 9%
O=C(CCN1C(=O)C2C3C=CC(C3)C2C1=O)Nc1ccc2c(c1)OCO2 (stereo not drawn) | 0 | -1% | 2% | x | 0% | 3 | -6% | i | 9%
CCn1cnc2sc(C(=O)N(Cc3ccc(N(C)C)cc3)Cc3ccco3)c(C)c2c1=O | 10 | 10% | 11% | x | 3% | 5 | 24% | i | 10%
Cn1c(=O)c2c(-c3ccccc3)n(-c3ccccc3O)cc2n(C)c1=O | 16 | 7% | 36% | 4% | -1% | 1 | 8% | i | 9%
CC(=O)N1CCC2(CC1)CC(=O)c1cc(OCC(=O)NCc3ccc(C)cc3)ccc1O2 | 12 | -11% | -16% | 0% | -1% | 0 | -13% | x | 12% | PMK inhibit pilot replicates=0.5;Spn MK inh pilot replicates=4.0
Cc1cc(NCCN2CCCCC2)n2c(nc3ccccc32)c1C#N | 0 | -14% | -1% | 16% | -2% | 4 | 1% | x | 4% | PMK inhibit pilot replicates=0.0;Spn MK inh pilot replicates=0.0
COc1cc(NC2c3ccccc3C(=O)N2c2ccc(C)cn2)cc(OC)c1OC (stereo not drawn) | 6 | -22% | -11% | x | 5% | 1 | -18% | i | 5% | PMK inhibit pilot replicates=0.0;Spn MK inh pilot replicates=0.0;DPM-DC inhibit pilot screen %=1.5
CCOc1ccc(S(=O)(=O)N2CCN(Cc3ccccc3)CC2)c2cccnc12 | 4 | 8% | -4% | x | -8% | 6 | 7% | i | 5%
COc1ccc(CC(=O)Nc2cc(C)on2)cc1 | 1 | 7% | -10% | 7% | 1% | 2 | 4% | i | 3%
O=C(NC12CC3CC(CC(C3)C1)C2)C1=COCCO1 | 19 | -6% | -3% | -11% | -3% | 0 | -6% | i | 12%
CC(C)NCC(O)COc1c(F)cc(Br)cc1F (stereo not drawn) | 11 | -12% | 4% | 3% | 0% | 0 | -19% | i | 0%
Cn1cc(S(=O)(=O)Nc2ccc(F)cc2F)c(=O)n(C)c1=O | 7 | -4% | x | 1% | 8% | 5 | -3% | i | 11%
CCOC(=O)N1CCC(NC(=O)c2cc(C)c3c(C)nn(-c4ccccc4)c3n2)CC1 | 15 | -4% | 11% | 2% | -1% | 3 | 6% | i | 4%
CCOC(=O)c1c(NS(=O)(=O)c2cccc(OC)c2)sc2c1CCC2 | 5 | 36% | -4% | 4% | -6% | 13 | 42% | i | 10%
COc1cc2c(cc1OC)C1=C(C#N)CN(C3CCCCC3)CN1CC2 | 7 | 4% | 8% | 5% | 0% | 6 | 6% | i | 11%
CS(=O)(=O)N1CCC(C(=O)Nc2ccc(Oc3ccccc3)cc2)CC1 | 5 | -6% | 3% | 3% | 1% | 6 | 5% | i | 13%
CCOC(=O)C1=C(C)N=c2s/c(=C3\C(=O)Nc4ccccc43)c(=O)n2C1c1ccc2c(c1)OCO2 (stereo not drawn) | 3 | 37% | -5% | 9% | -3% | 3 | 49% | i | 30%
O=C(CCCOc1ccc(Cl)cc1)Nc1nncs1 | 13 | -4% | -5% | x | -6% | 5 | 1% | i | 8%
COc1ccc(Cl)cc1C(=O)CSc1nc(N)cc(N)n1 | 16 | 5% | -1% | 2% | 3% | 9 | 1% | i | 10%
O=C(O)CSCC(=O)NCc1ccccc1 | 14 | -4% | 0% | 8% | -1% | 0 | -13% | i | 11%
COc1ccc(C)cc1S(=O)(=O)Nc1ccccc1C | 0 | 12% | 3% | 9% | -6% | 0 | 20% | i | 13%
COC(=O)c1ccc(C(=O)OC)c(NC(=O)Nc2ccc3c(c2)OCO3)c1 | 6 | 3% | -6% | -6% | 4% | 6 | 0% | i | 12% | PMK inhibit pilot replicates=2.0;Spn MK inh pilot replicates=1.0;DPM-DC inhibit pilot screen %=1.5
COc1ccc(-c2[nH]nc3c2C(c2ccccc2OC(=O)N2CCOCC2)C(C#N)=C(N)O3)cc1 (stereo not drawn) | 14 | -2% | -2% | 23% | -8% | 1 | 10% | i | 21% | PMK inhibit pilot replicates=6.5;Spn MK inh pilot replicates=1.0;DPM-DC inhibit pilot screen %=4.5
CCOc1ccc(N(CC(=O)Nc2ccc(C)cc2)S(=O)(=O)c2c(C)noc2C)cc1 | 9 | 2% | 4% | x | 3% | 9 | -3% | i | 8%
CSc1ccc(-c2nnn(CC(=O)NCc3ccccc3)n2)cc1 | 10 | 7% | -2% | 10% | -5% | 6 | 2% | i | 9%
Cc1cc(C)n(Cc2nc3ccccc3n2C)n1 | 0 | -5% | -5% | 1% | -6% | 0 | -13% | i | 8% | PMK inhibit pilot replicates=0.5;Spn MK inh pilot replicates=1.0;DPM-DC inhibit pilot screen %=0.5
CC(C)CNc1cc(Cl)c(S(=O)(=O)NCC(C)C)cc1C(=O)O | 6 | -12% | 4% | 13% | -2% | 0 | -2% | i | 3%
Cc1ccc(S(=O)(=O)N(C)CCCC(=O)N2CCN(C=O)CC2)cc1 | 2 | 9% | -4% | 19% | -9% | 8 | 3% | i | 15%
Cc1ccc(-n2nc(C)c3c2OC(N)=C(C#N)C3c2ccoc2)cc1 (stereo not drawn) | 17 | 4% | -7% | 18% | 4% | 7 | 4% | i | 12%
CCOCCCNC(=O)C1CCN(S(=O)(=O)N(CC(C)C)CC(C)C)CC1 | 26* | -8% | x | -3% | 2% | 0 | -7% | i | 12% | PMK inhibit pilot replicates=4.0*;Spn MK inh pilot replicates=2.0;DPM-DC inhibit pilot screen %=1.0
O=C(NCc1ccc(Cl)cc1)c1cc(-c2ccco2)on1 | 2 | -1% | 9% | 11% | -6% | 4 | -7% | i | 7%
C=CCn1c(/N=C/c2ccc(N(C)C)cc2)nc2ccccc21 | 19 | -19% | -4% | 5% | -29% | 3 | -20% | i | 7%
COC(=O)c1noc(-c2ccc(OC)cc2)n1 | 7 | 0% | 2% | 1% | -3% | 5 | 1% | i | 24%
Cc1cc2ccccc2c(=O)n1CC(=O)NC1CCCCCC1 | 11 | -11% | 16% | 10% | -1% | 7 | -4% | i | 8%
CCCn1c(=NC(=O)c2ccncc2)c(C#N)cc2c(=O)n3cccc(C)c3nc21 | 9 | 3% | 22% | 8% | 14% | 0 | -4% | x | 4%
CCOC(=O)CCNCC1COc2ccccc2O1 (stereo not drawn) | 0 | -6% | 11% | 8% | 1% | 5 | -8% | i | 12%
COc1ccccc1CC1(C)NC(=O)N(CC(=O)N2CCc3ccccc3C2)C1=O (stereo not drawn) | 12 | -7% | -4% | x | 3% | 0 | 2% | i | 9%
O=C(c1ccc(Br)o1)N1CCN(C/C=C/c2ccccc2)CC1 | 0 | 0% | -8% | 15% | 2% | 6 | 4% | i | 7%
COc1ccc(OC)c(NC(=O)C2CCCC2)c1 | 11 | -1% | 1% | 10% | -2% | 10 | -3% | i | 11%
COc1ccc(CC(=O)NCc2cn3ccsc3n2)cc1 | 4 | 2% | 14% | 13% | 3% | 10 | 4% | i | 2%
CCCCNC(=O)c1ccccc1C(=O)NCCCC | 11 | -6% | 0% | 4% | -5% | 7 | -2% | i | 5%
COc1ccc(S(=O)(=O)N2CCC(C(=O)N3CCCC3)CC2)cc1Cl | 9 | 9% | -4% | -2% | -5% | 8 | 2% | i | 6%
Cc1cc2nc(C)n(CCCN)c2cc1C | 8 | -14% | -10% | 2% | -2% | 4 | -15% | i | 7%
O=C(O)CSc1nnc(-c2cccnc2)n1Cc1ccccc1 | 14 | -4% | -2% | x | -4% | 5 | -6% | i | 13%
CC(CCc1ccccc1)NC(=O)c1ccc(Br)o1 (stereo not drawn) | 13 | -5% | 6% | -1% | -1% | 5 | -11% | i | 11% | PMK inhibit pilot replicates=2.5;Spn MK inh pilot replicates=0.0;DPM-DC inhibit pilot screen %=0.0
CCOC(=O)c1oc2ccccc2c1CN1CCOCC1 | 12 | -7% | 14% | x | 7% | 8 | -3% | i | 9%
COc1ccc(CNC(=O)C2CCN(c3nccs3)CC2)cc1 | 10 | -6% | -8% | 5% | -7% | 0 | -8% | i | 4%
CCN(Cc1ccccc1)S(=O)(=O)c1ccc(S(=O)(=O)N2CCN(C)CC2)cc1 | 10 | -25% | x | 9% | 5% | 0 | -12% | i | 15%
CCOC(=O)c1[nH]c(C)c(C(=O)N2CCN(c3ccccc3)CC2)c1C | 11 | -4% | -2% | 0% | -10% | 3 | 10% | i | 4%

Screening results as filed in PubChem.
